Source: PubChem BioAssay
p53ts 32C kill: cytotoxicity in p53ts cells at permissive temperature; 0.93% of 130,000 active; AID 924; Potency, µM (doses to about 46.1 µM), without a hit: top-dose activity change, negative = cytotoxicity, actives largely listed as cytotoxic; H1299-p53A138V at 32C, ATP luminescence viability, 24 h;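 also: 0% = DMSO and -100% = full killing by reference compound; nearly all actives have a fitted effect of over 55% in size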
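Cells: H1299 p53ts (A138V), 600/well, pre-incubated 16–30 h at 37C. Cpd up to 46 uM, 24 h, 32C. Readout: ATPlite luminescence, 20 min RT. Normalization: DMSO vs tamoxifen 100 uM. AC50 by Hill equation.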
p53ts 39C tox: cytotoxicity in p53ts cells at nonpermissive temperature | H1299-p53A138V viability at 39C, ATP luminescence, 24 h | Potency, µM (titrated, usually from 46.1 µM), inactives show at the top dose activity change, negative = cell killing, actives largely listed as cytotoxic | AID 902 | 1.5% of 130,000 active; also: nearly all actives have a fitted effect of over 55% in size
Peg3 imprint: induces erasure of genomic imprints in mouse ES cells. Potency, µM (series often up to 60.7 µM), for inactives: at the highest dose activity change, positive = activation, hits mostly activators. 0.02% of 110,000 active. AID 1948. mouse ES Peg3-LacZ reporter, beta-gal luminescence, 40 h;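 also: 0% = negative control wells on the plate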
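Each well holds 300 Peg3LacZ-Neo (maternal) female ES cells incubated 40 h at 37C, 5% CO2. LacZ is measured by BetaGlo luminescence, with AC50 and maximum efficacy derived from dose-response curves.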
IkB signaling: suppresses IkB signaling in ABC-DLBCL reporter cells; ABC-DLBCL IkBa-CBG/CBR dual luciferase ratio, 4 h; response scale: scaled: untreated 0%, proteasome inhibitor 100%; Potency, µM (doses to about 57.1 µM), without a hit: at the top dose IkBa stabilization activation; 0.04% of 110,000 active; AID 445; active = well fitted curve in the direction sought with a large enough effect in the signal ratio, not every such curve was filed as active; inconclusive = small, poorly fitted or top-dose-only effect, or a change in a side signal; the % refers to the signal ratio;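 also: the direction sought is a rising ratio; 0% = basal untreated cells and 100% = reference inhibitor full response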
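In this assay, an IκBα–CBG68 fusion accumulates when IKK-driven degradation is blocked; native CBR normalizes for cell number. OCI-Ly3 cells were treated 4 h with compound and doxycycline, then green and red light read after Chroma-Glo addition.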
* hit, by the source's call; ? = inconclusive; . = no result given; [ ] = dose if it differs, or a comment. Unless noted, calls follow the shape of the dose curve; as a rule, active = well fitted curve in the direction sought with a large enough effect; inconclusive = small, poorly fitted or top-dose-only effect, or another doubt; inactive = no such curve, though single readings can be large; an effect the other way counts as inactive or inconclusive. Unless noted, % is scaled to controls: 0 for no effect and ±100 for the full control effect; potency is read from the fitted curve at half-maximal effect.

[1] COc1ccc(OCC(=O)Nc2ccc(-c3nc4cc(C)c(C)cc4o3)cc2)cc1
[2] COc1ccc(NC(=O)CSc2nc(-c3ccccc3)nc3c2Cc2c(CO)cnc(C)c2O3)cc1Cl
[3] O=C(NCC1CCCO1)c1nc2c(nnn2Cc2ccc(F)cc2)c(=O)[nH]1 (configuration not stated)
[4] COc1cccc(N2CCN(C(=O)CCn3nc(C)c(S(=O)(=O)N4CCCC4)c3C)CC2)c1
[5] O=c1cccc(-c2ccc(Br)cc2)o1

compound no.,1,2,3,4,5
p53ts 32C kill,-14%,5%,-1%,0%,-4%
p53ts 39C tox,-18%,-9%,18%,-1%,-10%
Peg3 imprint,-24%[10.9 µM],6%[10.9 µM],-8%,18%[10.9 µM],-5%
IkB signaling,3.0%,-0.4%,0.2%,0.1%,-2.1%

[6] CC(Oc1ccccc1)C(=O)Nc1ccc(OCc2cc(=O)n3ccsc3n2)cc1 (configuration not stated)
[7] O=C(CSc1nc2c([nH]c3ccccc32)c(=O)n1-c1ccc(Cl)cc1)N1CCOCC1
[8] O=C(CSC1=NCCN1)NC12CC3CC(CC(C3)C1)C2
[9] CCN(CC)S(=O)(=O)c1cc(-c2ccc(=O)n(C(C)C(=O)Nc3cccc(C#N)c3)n2)ccc1C (configuration not stated)
[10] O=C(CSc1cn(CC(=O)N2CCCC2)c2ccccc12)Nc1ccccc1C(F)(F)F

compound no.,6,7,8,9,10
p53ts 32C kill,8%,15%,13%,3%,2%
p53ts 39C tox,13%,4%,-7%,-5%,-5%
Peg3 imprint,-10%[10.9 µM],-1%[10.9 µM],-24%,-12%[10.9 µM],-7%[10.9 µM]
IkB signaling,-0.8%,-0.3%,?,?,?

[11] CC1(C)CC(=O)C(C=Nc2ccc3[nH]ncc3c2)=C(O)C1
[12] COc1cccc(Cn2c(CNC(=O)Cc3cccc(C)c3)nc3cccnc32)c1
[13] COc1ccc(NC(=O)C(C(C)C)N2Cc3ccccc3C2=O)cc1 (configuration not stated)
[14] COc1cccc(N2CCN(C(=O)C3CCN(S(=O)(=O)c4ccc5c(c4)oc(=O)n5C)CC3)CC2)c1
[15] CC(C)C[C@H](NC(=O)Nc1cccc(C(F)(F)F)c1)C(=O)O

compound no.,11,12,13,14,15
p53ts 32C kill,7%,11%,5%,-3%,-7%
p53ts 39C tox,24%,-23%,0%,2%,-2%
Peg3 imprint,10%,-7%[10.9 µM],-9%[10.9 µM],13%[10.9 µM],12%
IkB signaling,?,-1.5%,?,3.3%,0.6%

[16] COc1cc(C2c3c(oc4ccccc4c3=O)C(=O)N2Cc2ccccc2Cl)ccc1O (configuration not stated)
[17] CCCCN(CCCC)S(=O)(=O)c1ccc2oc(C(=O)NCc3ccccc3)c(C)c2c1
[18] O=C(O)CCCNc1cc(N2CCN(C3CCCCC3)CC2)c2noc3c2c1C(=O)c1ccccc1-3
[19] Cc1noc(C)c1C(=O)Nc1ccc(Cl)cc1C(F)(F)F
[20] CC(C)C(=O)N1CCc2cc(-c3csc(N)n3)ccc21

compound no.,16,17,18,19,20
p53ts 32C kill,?,0%,-15%,17%,3%
p53ts 39C tox,-29%,?,13%,8%,-17%
Peg3 imprint,-5%[10.9 µM],-19%[10.9 µM],3%[10.9 µM],6%,-18%
IkB signaling,?,?,?,-1.2%,-0.5%

Entries of single compounds from above. Screens in order: p53ts 32C kill | p53ts 39C tox | Peg3 imprint | IkB signaling
Entry for Cc1noc(C)c1C(=O)Nc1ccc(Cl)cc1C(F)(F)F → 17% | 8% | 6% | -1.2%
Entry for COc1cccc(N2CCN(C(=O)C3CCN(S(=O)(=O)c4ccc5c(c4)oc(=O)n5C)CC3)CC2)c1 → -3% | 2% | 13%[10.9 µM] | 3.3%
Entry for COc1cccc(N2CCN(C(=O)CCn3nc(C)c(S(=O)(=O)N4CCCC4)c3C)CC2)c1 → 0% | -1% | 18%[10.9 µM] | 0.1%
Entry for COc1cccc(Cn2c(CNC(=O)Cc3cccc(C)c3)nc3cccnc32)c1 → 11% | -23% | -7%[10.9 µM] | -1.5%

The results go on.
[21] CSC1CCCCC1(O)CSc1nc2ccccc2o1 (configuration not stated)
[22] O=S(=O)(c1ccc(NCCc2c[nH]c3ccccc23)nc1)N1CCOCC1
[23] CCn1c2ccccc2c2nnc(SCC(=O)Nc3ccccc3OC)nc21
[24] COc1ccc2c(c1)c(C(=O)CN1CCN(C(=O)c3ccco3)CC1)c(C)n2C
[25] CCCC(O)c1nc2ccccc2n1CCCCOc1ccc(OC)cc1 (configuration not stated)

compound no.,21,22,23,24,25
p53ts 32C kill,4%,2%,9%,-2%,7%
p53ts 39C tox,-2%,-1%,-14%,4%,-15%
Peg3 imprint,1%,-10%,-3%[10.9 µM],-15%,-8%[10.9 µM]
IkB signaling,?,1.2%,0.7%,-3.3%,?

[26] CCOc1ccccc1OCCCCN1CCCC1
[27] O=c1c(-c2cccs2)nc2cnc(N3CCOCC3)nc2n1-c1ccccc1
[28] COc1ccc2c(c1)-c1nc(NC(=O)c3cccc(Br)c3)sc1CC2
[29] Cc1ccc(-c2noc(-c3ccccc3NC(=O)C3CC(=O)N(c4cccc(C)c4)C3)n2)cc1 (configuration not stated)
[30] CC1(C)CC2C1CC[C@]1(C)CCC3C(C(=O)O)CC(=O)O[C@]32C1 (some centres not stated)

compound no.,26,27,28,29,30
p53ts 32C kill,-3%,-10%,-6%,5%,11%
p53ts 39C tox,0%,-8%,-7%,-14%,24%
Peg3 imprint,-6%,-13%,-3%[10.9 µM],9%[10.9 µM],16%
IkB signaling,-0.2%,-2.4%[11.4 µM],?,-1.0%,.

[31] CCCCC(=O)Nc1cc2nn(-c3ccc(OC)cc3)nc2cc1C
[32] O=C1C(=O)N(Cc2ccco2)C(c2cccc(Cl)c2)/C1=C(\O)c1ccc2c(c1)OCCO2 (configuration not stated)
[33] COc1ccc(CCn2c(SCC(=O)Nc3cc(C)on3)nc3ccccc3c2=O)cc1OC
[34] COc1ccccc1NC(=O)CSc1nncn1-c1cccnc1
[35] Cc1ccc2oc(=O)c3cc(C(=O)NCCc4ccc(Cl)cc4)sc3c2c1

compound no.,31,32,33,34,35
p53ts 32C kill,0%,-7%,1%,-4%,1%
p53ts 39C tox,-10%,0%,13%,11%,3%
Peg3 imprint,-12%,-8%,-12%,.,13%[10.9 µM]
IkB signaling,-3.4%,-0.4%,-3.0%,.,-1.5%

[36] COc1nc(-c2ccccc2)ccc1-c1noc(C)n1
[37] COc1ccc(C(CNC(=O)c2oc3ccc(Cl)cc3c2C)N2CCCCC2)cc1 (configuration not stated)
[38] CCOc1ccc(NC(=O)CSc2oc(-c3cccs3)nc2S(=O)(=O)c2ccc(C)cc2)cc1
[39] COc1ccc(CNC(=O)CN(C)S(=O)(=O)c2ccc3c(c2)c(=O)n(C)c(=O)n3C)cc1
[40] CCn1c2ccccc2c2cc(Nc3cc(C)nc4ncnn34)ccc21

compound no.,36,37,38,39,40
p53ts 32C kill,-10%,-11%,?,5%,9%
p53ts 39C tox,-13%,-24%,-18%,2%,13%
Peg3 imprint,2%,-17%[10.9 µM],-14%[10.9 µM],-9%[10.9 µM],-32%[inhibitor]
IkB signaling,0.7%,?,?,0.2%,?

[41] Cc1ccccc1-n1c(SC/C(O)=C(\C#N)c2nc3ccccc3[nH]2)nnc1-c1ccncc1
[42] Cc1ccc(NC(=O)c2cc(-c3ccco3)on2)cc1
[43] OCC1OC(c2ccccc2)C=CC1Oc1ccc(C2CCCC2)cc1 (configuration not stated)
[44] COC(=O)c1cc2ccsc2n1CC(=O)Nc1cc(C)cc(C)c1
[45] O=c1[nH]c(CN2CCN(c3ccccc3Cl)CC2)nc2ccsc12

compound no.,41,42,43,44,45
p53ts 32C kill,13%,-24%,-5%[9.22 µM],?,3%
p53ts 39C tox,-9%,-27%,3%[9.22 µM],-4%,-4%
Peg3 imprint,8%,-13%,.,-11%,-10%
IkB signaling,?,?,.,0.9%,0.6%

[46] O=C(CCC1(C(=O)O)CCC(=O)NC1)NCc1ccccc1 (configuration not stated)
[47] Cc1ccnc(NC(=O)CCC(=O)N(CC(=O)NC(C)(C)C)C2CCCC2)c1
[48] Cc1ccc(CNC(=O)c2ccc(Cn3c(=O)c4ccccc4n(CC(=O)Nc4ccc(C)cc4C)c3=O)cc2)cc1
[49] Cc1cccc(OCC(=O)Nc2cc(C)on2)c1
[50] CCOc1cccc(-c2nnc(SCC(=O)Nc3cc(OC)cc(OC)c3)n2N)c1

compound no.,46,47,48,49,50
p53ts 32C kill,6%,2%,-16%,-1%,0%
p53ts 39C tox,3%,6%,?,18%,-6%
Peg3 imprint,-9%,.,-24%[10.9 µM],.,-4%
IkB signaling,-0.5%,0.7%,?,.,0.9%

[51] Cc1ccc(NC(=O)C2CCCN2S(=O)(=O)c2cccc3cccnc23)cc1C (configuration not stated)
[52] COc1ccc(C2c3c(n(C)c4ccccc34)C(=O)N2CC(=O)Nc2ccc(F)cc2)cc1 (configuration not stated)
[53] Cc1ccc(Cn2ccn(Cc3ccccc3C)c(=O)c2=O)cc1
[54] CCN1C(=O)CSc2ccc(C(=O)OC)cc21
[55] O=C(NCc1ccc2c(c1)CCN2C(=O)c1ccncc1)c1ccccc1Br

compound no.,51,52,53,54,55
p53ts 32C kill,-2%,-5%,-2%,7%,9%
p53ts 39C tox,-15%,-2%,-17%,-2%,-12%
Peg3 imprint,-10%[10.9 µM],-8%[10.9 µM],-17%[10.9 µM],-10%,-16%[10.9 µM]
IkB signaling,-1.1%,?,2.7%,2.7%,-1.6%

Molecules shown so far with two or more sulfur atoms, in the order listed:
[21] CSC1CCCCC1(O)CSc1nc2ccccc2o1 (configuration not stated)
[38] CCOc1ccc(NC(=O)CSc2oc(-c3cccs3)nc2S(=O)(=O)c2ccc(C)cc2)cc1

compound no.,21,38
p53ts 32C kill,4%,?
p53ts 39C tox,-2%,-18%
Peg3 imprint,1%,-14%[10.9 µM]
IkB signaling,?,?

Carrying on:
[56] COc1ccc2nc(NC(=O)c3cc(C)oc3C)sc2c1
[57] COc1ccc(NC(=O)Cn2c(=O)n(-c3cc(C)cc(C)c3)c(=O)c3oc4ccccc4c32)cc1OC
[58] Clc1ccc(-c2nnc(-c3ccccc3)o2)c(Cl)c1
[59] CC(C)n1c(-c2cccnc2)nc2cnccc21
[60] COC(=O)Nc1sccc1C(=O)Nc1sccc1C(=O)OC

compound no.,56,57,58,59,60
p53ts 32C kill,-31%,-2%,7.9µM*,7%,-17%
p53ts 39C tox,?,-22%,10µM*,6%,-3%
Peg3 imprint,.,-5%[10.9 µM],-31%[inhibitor],15%,-7%
IkB signaling,.,2.8%,?,-1.4%,1.5%

[61] CCOC(=O)c1c(C)[nH]c(C)c1S(=O)(=O)N1CCCC(C(=O)Nc2ccc(OC)c(OC)c2)C1 (configuration not stated)
[62] COc1cccc(S(=O)(=O)N2CCN(Cc3ccc4c(c3)OCO4)CC2)c1
[63] COCCCn1c(=N)c(C(=O)NCc2ccco2)cc2c(=O)n3ccccc3nc21
[64] Cc1nnc(SCC(=O)Nc2ccccc2C(=O)NC2CC2)s1
[65] CCOc1ccc(NS(=O)(=O)c2ccc(OCC(=O)NCCCOC)cc2)cc1

compound no.,61,62,63,64,65
p53ts 32C kill,-16%,-4%,-4%,-9%,4%
p53ts 39C tox,35%[activator],-10%,-7%,26%,7%
Peg3 imprint,-14%[10.9 µM],-15%[10.9 µM],-9%[10.9 µM],.,-11%
IkB signaling,-4.4%,?,5.6%,.,6.4%

[66] O=S(=O)(NCCCCCNS(=O)(=O)c1ccc(F)cc1)c1ccc(F)cc1
[67] O=C(O)Cn1ccc2cc(S(=O)(=O)N3CCCCCC3)ccc21
[68] O=C(c1cccc2c1C(=O)N(Cc1cccnc1)C2)N1CCN(c2ccccc2)CC1
[69] O=C(NCC(=O)N1CCC(N2CCCCC2)CC1)C1CCCCC1
[70] COCCOC(=O)C1=C(C)N=C2SCCC(=O)N2C1c1cccc(Br)c1 (configuration not stated)
[71] COc1cccc(-c2cc(C(F)(F)F)nc(NCc3ccc(F)cc3)n2)c1
[72] COc1ccc(-c2nnc(SCC(=O)NC3CCCCC3)o2)cc1OC

compound no.,66,67,68,69,70,71,72
p53ts 32C kill,-4%,6%,2%,12%,-13%,8%,-6%
p53ts 39C tox,-9%,11%,1%,-4%,2%,-7%,1%
Peg3 imprint,-15%,-7%[10.9 µM],-10%,-3%,-3%,-12%[10.9 µM],7%
IkB signaling,1.4%,0.7%,0.1%,-0.7%,0.7%,?,-3.8%
